# Source: PubChem (National Center for Advancing Translational Sciences (NCATS))
# Abeta yeast res = restores growth of yeast expressing A-beta42 peptide | 0.063% of 410,000 active | yeast expressing A-beta42, growth rescue, OD600, 48 h; response scale: 0% DMSO, 100% iron-clioquinol control | AID 1347071 | Potency, µM (titrated, usually from 46.1 µM), without a hit: at the top dose growth rescue, most hits filed as activators; further: potency means the concentration at half of the fitted maximal effect; nearly all actives have a fitted effect of over 55% in size
#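 Yeast growth medium received pinned compounds, then yeast cells expressing toxic A-beta were added; plates incubated at 30 C for 48 hr. Growth read as absorbance at 600 nm, normalized to DMSO and equimolar FeCl3 plus clioquinol controls.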
# EPAC1 antag = antagonists of human EPAC1; O95398; EPAC1 GEF assay, Rap1b-BODIPY-GDP exchange fluorescence; Potency, µM (highest dose often 115 µM), for inactives: at the top dose activity change, negative = inhibition, actives largely listed as inhibitors; 0.14% of 360,000 active; AID 720709;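 further: potency means the concentration at half of the fitted maximal effect; plate controls were vehicle for no effect and positive control for full effect; nearly all actives have a fitted effect of over 50% in size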
# PI5P4Ka inh = blocks human PI5P4K alpha kinase activity. 1.2% of 330,000 active. PI5P4Kalpha enzyme, ADP-Glo luminescence, 60 min; hits give low values. max response, %. AID 652105; active means max response of -50% or lower; inconclusive means between -30% and -50%; inactive means -30% or higher; further: value at the top dose of about 77 µM; on the % scale 0 is the no-effect control and ±100 the full control effect
# Target sequence (P48426 whole entry, looked up): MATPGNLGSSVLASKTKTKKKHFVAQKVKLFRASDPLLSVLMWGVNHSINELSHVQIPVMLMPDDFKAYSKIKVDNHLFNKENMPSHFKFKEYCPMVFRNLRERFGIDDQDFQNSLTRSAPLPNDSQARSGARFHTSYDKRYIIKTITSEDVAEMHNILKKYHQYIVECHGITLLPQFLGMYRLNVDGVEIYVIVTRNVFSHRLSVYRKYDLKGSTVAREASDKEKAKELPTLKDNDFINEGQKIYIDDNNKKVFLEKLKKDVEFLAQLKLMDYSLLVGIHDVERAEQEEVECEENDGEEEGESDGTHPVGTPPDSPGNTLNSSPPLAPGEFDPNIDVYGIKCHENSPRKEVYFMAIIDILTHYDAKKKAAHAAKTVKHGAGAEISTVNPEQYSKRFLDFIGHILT
#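 PI5P4Kalpha ADP-Glo assay; 5 microM ATP final; 60 min RT reaction; HEPES pH 7.4/EGTA/CHAPS, 5% DMSO; controls lacking substrate or enzyme; luminescent end-point.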
# PLK1 PBD inh = blocks phosphopeptide binding to human PLK1 polo-box domain. P53350. Plk1 PBD binding of FITC phosphopeptide, fluorescence polarization. AID 720504. 2.8% of 360,000 active. Potency, µM, inactives show max response, negative = inhibition, usual class: inhibitors; further: potency means the concentration at half of the fitted maximal effect; series mostly up to about 57 µM; on the % scale 0 is the no-effect control and ±100 the full control effect; nearly all actives have a fitted effect of over 65% in size
# Target sequence (P53350 whole entry, looked up, the tested form may be a part): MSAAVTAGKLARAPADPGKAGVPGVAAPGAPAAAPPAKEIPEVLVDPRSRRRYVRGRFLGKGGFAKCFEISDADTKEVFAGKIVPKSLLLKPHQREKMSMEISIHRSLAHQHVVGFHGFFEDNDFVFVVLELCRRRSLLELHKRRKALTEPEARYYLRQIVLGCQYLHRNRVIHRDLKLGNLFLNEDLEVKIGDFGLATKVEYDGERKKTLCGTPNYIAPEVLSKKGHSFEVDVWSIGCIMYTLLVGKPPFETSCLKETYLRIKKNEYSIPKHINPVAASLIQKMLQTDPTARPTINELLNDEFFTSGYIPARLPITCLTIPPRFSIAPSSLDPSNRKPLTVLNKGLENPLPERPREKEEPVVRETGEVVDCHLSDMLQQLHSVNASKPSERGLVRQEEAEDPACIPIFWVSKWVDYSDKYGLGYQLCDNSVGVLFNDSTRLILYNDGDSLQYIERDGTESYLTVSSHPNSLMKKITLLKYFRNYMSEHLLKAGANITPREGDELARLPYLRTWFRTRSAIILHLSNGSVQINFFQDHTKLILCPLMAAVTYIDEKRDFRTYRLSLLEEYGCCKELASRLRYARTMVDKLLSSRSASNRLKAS
# EPAC1 ag = agonists of human EPAC1; AID 720707; O95398; Potency, µM (highest dose often 154 µM), for the others: at the top dose activation, actives largely listed as activators; EPAC1 agonist qHTS, biochemical assay; response scale: 100% = response to 6.5 mM cAMP; 0.073% of 360,000 active; further: potency means the concentration at half of the fitted maximal effect; nearly all actives have a fitted effect of over 60% in size
#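 Nucleotide exchange assay: 100 nM EPAC1 with 250 nM Rap1B loaded with BODIPY-GDP and 50 uM GDP, room temperature. Fluorescence (480/540 nm) read every 5 min for 30 min; signal change normalized to 6.5 mM cAMP as full agonist.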
# FUS yeast rescue = rescues growth of FUS-expressing yeast | 0.24% of 390,000 active | S. cerevisiae FUS-expressing, growth rescue, OD600, 24 h | Potency, µM (series often up to 76.6 µM), for inactives: at the highest dose growth rescue (activation), usual class: activators;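 further: potency means the concentration at half of the fitted maximal effect; plate controls were DMSO vehicle for no effect and reference control for full effect; nearly all actives have a fitted effect of over 55% in size; some results filed as inactive show a strong effect at the top dose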
#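 Yeast expressing FUS under galactose induction, OD 0.005 in 2% galactose medium; compounds in a dilution series, 24 h at 30C. Growth rescue by absorbance at 600 nm; CP55940 positive control, DMSO negative.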
# WRN inhibitor = inhibitors of human WRN helicase | Q14191 | WRN helicase unwinding, fluorescent forked duplex, kinetic | Potency, µM (titrated, usually from 114 µM), inactives show at the top dose activity change, negative = inhibition, most hits filed as inhibitors | 0.46% of 360,000 active | AID 651768; further: potency means the concentration at half of the fitted maximal effect; on the % scale 0 is the no-effect control and ±100 the full control effect; nearly all actives have a fitted effect of over 55% in size
#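 Kinetic fluorescence helicase assay: unwinding of a quenched forked DNA duplex (100 nM final) with 2 mM ATP final raises red fluorescence (525/598 nm). Compounds sat 15 min at room temperature with 20 nM WRN beforehand.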
# aSyn yeast inh = inhibitors of alpha-synuclein toxicity in yeast; Yeast expressing alpha-synuclein, growth rescue, BacTiter-Glo, 24 h; Potency, µM (doses to about 46.1 µM), without a hit: top-dose growth rescue (activation), usual class: activators; 0.14% of 370,000 active; further: potency means the concentration at half of the fitted maximal effect; % of control where 0% means no effect; nearly all actives have a fitted effect of over 65% in size
#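 Galactose-induced alpha-syn yeast (OD600=0.02, raffinose-pregrown) + pinned cpd, 24 hr, 30 deg C; growth by BacTiter-Glo luminescence. Growth restoration scores as activation.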
# IL-2 act = activates IL-2 in a cell-based reporter assay | IL-2 activation reporter assay, cell-based qHTS; stimulated with anti-CD3/CD4/CD28 beads; in transgenic mouse T cells | activation, % (series mostly up to about 46 µM) | 0.065% of 360,000 active | AID 652025; in the data active means activation above about 50%; inconclusive means mostly about 30% to 49%; further: 0% is about no effect
#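 First, unstimulated transgenic mouse T cells were exposed to compound for 60 min. Next, anti-CD3/anti-CD4-coated beads with anti-CD28 were added. Finally, after 18 h at 37 degrees C, EGFP and DsRed were imaged.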
# * marks the source's active call; other numbers are inactive results; ? = inconclusive; / = not tested or not shown; & = joins results of further samples; [ ] = dose if it differs, or a comment. Unless noted, the call rests on the fitted dose curve; in most records, active means well fitted curve in the direction sought with a large enough effect; inconclusive means small, poorly fitted or top-dose-only effect, or another doubt; inactive means no such curve, though single readings can be large; an effect the other way counts as inactive or inconclusive.
SMILES,Abeta yeast res,EPAC1 antag,PI5P4Ka inh,PLK1 PBD inh,EPAC1 ag,FUS yeast rescue,WRN inhibitor,aSyn yeast inh,IL-2 act
COc1cc(C(=O)Nc2cccc(-c3cn4cccnc4n3)c2)cc(OC)c1OC,9.6%,?,-3.0,-5.7%,5.6%,13.2%,-1.1%[57.1 µM],-4.8%,-0.7
COc1nc(NCC(C)C)nc(Oc2ccc(OCc3ccccc3)nn2)n1,-4.4%,0.4%,-4.5,-12.2%,-0.8%,28.6%,-1.0%,-4.6%,-0.5
CCOC(=O)c1sc(NC(=O)CSC(=S)N2CCN(C)CC2)nc1C,16.8%,-5.8%,2.2,-3.7%,3.7%,-9.9%,-6.6%,-2.1%,0.7
Cc1onc(C(=O)NCc2ccc(F)cc2)c1[N+](=O)[O-],5.8%,1.8%,2.9,2.6%,2.4%,-2.6%,4.0%,8.2%,-1.6
CS(=O)(=O)N1CCCCC1c1cc(C(=O)Nc2ccccc2)no1 (configuration not stated),-20.1%,7.2%,2.1,0.6%,-23.9%,-13.9%,9.2%,-5.1%,1.4
c1ccc(-c2nnc3sc(Cc4cccs4)nn23)cc1,-1.8%,-1.5%,/,-9.0%,2.5%,27.9%,-9.3%,-3.5%,-1.0
N#C/C(=C\Nc1ccccn1)S(=O)(=O)c1ccc(Cl)cc1,0.5%,?,1.2,-16.0%,9.1%,16.3%,11.4%,-0.2%,-0.6
COc1ccc(CN2C(=O)CS/C2=N/N=C/c2ccccc2)cc1,4.2%,8.4%,2.5,-1.4%,17.1%,-23.8%,3.2%,5.3%,0.2
CCC(C(=O)Nc1cc(C(=O)Nc2cc(C)ccn2)ccc1Cl)c1ccccc1 (configuration not stated),-10.2%,?,-3.6,5.7%,-9.5%,/,-8.0%,-5.7%,-4.4
CC(=O)c1ccc2c(c1)Nc1ccccc1S2,-10.0%,6.4%,-1.5,-10.6%,15.8%,-6.6%,5.5%,1.8%,-1.4
CCCC(=O)Nc1ccccc1NC(C)=O,-8.4%,0.0%,-2.8,-8.1%,3.0%,11.0%,-12.0%,-0.9%,2.3
CN(C)c1ccc(/C=N/NC(=O)CCc2nc3ccccc3[nH]2)cc1,-12.6%,4.4%,6.8,-2.3%,5.5%,-42.4%,-5.3%,-4.0%,0.8
O=C(NC(Cc1ccccc1)C(=O)O)/C(=C\c1ccco1)NC(=O)c1ccccc1 (configuration not stated),-23.2%,-5.9%,-10.2,-24.1%,-10.9%,/,-27.2%[57.1 µM],-16.2%,-0.6
O=C(O)c1cccc(NC(=O)c2cn(-c3ccccc3)nc2-c2cccc(Br)c2)c1,-68.1%[inhibitor],?,?,?,-10.9%,?,-17.6%,-9.0%,-0.6
CSc1sc(C(=O)O)c2c1C(=O)CC(C)(C)C2,6.5%,-22.7%,/,/,-5.2%,-30.5%,/,/,-0.4
C=C(C)Cn1c2ccc(NC(=O)CCc3cccnc3)cc2c(=O)n1C,3.2%,8.4%,2.5,-2.8%,5.0%,-10.3%,1.1%,-0.9%,-0.5
Cc1ccc(C)c(N(CC(=O)NC2CCCC2)C(=O)CNC(=O)c2cccs2)c1,-1.1%,-2.1%,-7.7,-5.0%,2.8%,20.0%,-0.6%,0.0%,-0.2
N=c1oc2ccccc2cc1C(=O)Nc1ccc(F)cc1,-48.0%[inhibitor],20.4%,3.5,4.2%,-2.9%,-3.8%,14.2%,-16.5%,0.0
CCOC(=O)Cc1c(C)nc2c(-c3ccccc3OC)c(C)nn2c1C,-1.9%,14.1%,7.0,0.2%,0.8%,19.6%,4.8%,-7.2%,-0.3
CN(C)CCNc1nc(S(=O)(=O)c2ccccc2)c(Cl)s1,-7.2%,-1.0%,-6.2,-4.5%,-4.2%,0.5%,-11.2%,4.4%,-3.6
Cc1cc(C)n2nc(C(=O)N/N=C/C=C/c3ccccc3)nc2n1,3.2%,-0.9%,-0.3,-4.8%,-2.9%,10.7%,-4.7%,-2.5%,-0.6
OC(c1ccccc1)C(O)C(c1ccccc1)N1CCCCC1 (configuration not stated),?,2.3%,-1.8,1.6%,4.9%,-11.5%,-0.2%,2.3%,0.1
O=C(COC(=O)C12CC3CC(CC(C3)C1)C2)NCc1ccco1,26.7%,6.7%,?,-6.4%,-3.4%,11.6%,-14.4%,6.7%&9.8%,-0.5
CCOC(=O)C(NC(C)=O)C(OC(C)=O)c1cccc(N(CCO)CCO)c1 (configuration not stated),-7.7%,-0.7%,-1.9,0.3%,7.9%,-3.0%,-5.1%,0.9%,-0.2
COc1cccc(-c2cc(N3CCN(C(=O)c4ccoc4)CC3)n3nc(-c4cccc(Cl)c4)cc3n2)c1,3.6%,-7.8%,8.6,-12.2%,6.8%,19.5%,-5.7%,7.2%,-0.2
# (cont.)
SMILES,Abeta yeast res,EPAC1 antag,PI5P4Ka inh,PLK1 PBD inh,EPAC1 ag,FUS yeast rescue,WRN inhibitor,aSyn yeast inh,IL-2 act
COCCn1c(-c2ccccc2)nc2oc3ccccc3c(=O)c2c1=O,-3.3%,-9.1%,2.7,-1.3%,-16.3%,9.1%,1.3%,6.9%,-2.0
CC1(C)CC2CC(C)(CN2C(=O)c2ccccc2)C1 (configuration not stated),2.6%,10.6%,2.4,-7.2%,-5.9%,10.7%,2.1%,6.0%,-1.1
CCCn1nnnc1SCC(=O)NCc1ccc(OC)cc1,-12.6%,8.8%,1.4,-5.7%,3.3%,16.9%,-2.2%,-7.0%,1.0
O=C(CCCCCNC(=O)N1CCn2c1nc1ccccc12)NCc1ccccc1Cl,-5.5%,13.7%,-7.8,-2.7%,-6.7%,33.6%,0.3%,-1.7%,-2.9
Cc1ccccc1C(=O)N(CC(=O)Nc1sc(C)c(C)c1C(N)=O)C1CCCC1,-7.3%,22.6%,2.7,-16.2%,-3.9%,40.5%,-11.6%,2.3%,-1.7
CC1(c2cccc([N+](=O)[O-])c2)CC(C)(C)N(C(=O)c2ccccc2)c2ccccc21 (configuration not stated),-1.7%,-2.1%,21.2,-11.2%,13.1%,/,-3.7%,-9.7%,1.3
CCOC(=O)C(=O)Nc1ccc(S(=O)(=O)N2CCOCC2)cc1OC,-6.8%,4.7%,/,-6.2%,4.8%,21.3%,-5.0%,1.8%,0.7
CCC/C(C)=C/c1ccc(CC)cn1,2.2%,-21.9%,1.7,-17.2%,-12.0%,-6.0%,-5.2%,4.2%,2.5
Cc1ccsc1C1NC(=O)c2c(sc3c2CCN(C)C3)N1 (configuration not stated),-34.7%[inhibitor],-3.0%,-20.4,-20.7%,14.2%,10.5%,-3.7%,-13.5%,3.6
CCn1c(NC(=O)c2nn(C)cc2Br)nc2ccccc21,25.9%,-10.4%,-7.0,-12.5%,-3.3%,/,-18.2%,1.3%,-0.8
CCN(CC(=O)Nc1c(F)cccc1F)C(=O)CCC(=O)c1ccc(C)cc1,11.8%,7.7%,-20.5,-3.0%,-8.0%,7.4%,4.0%,7.1%,-0.3
[O-][n+]1c2ccccc2c2n1CCCN=C2c1ccc(Cl)cc1,-0.5%,-4.0%,-1.1,-10.9%,-16.4%,-18.1%,3.8%,-2.5%,0.7
O=C1CCC/C=C\C[C@@H](CC(=O)N(CCO)Cc2ccccc2)C(=O)NCCO1,1.1%,4.2%,6.7,-10.1%,3.6%,-10.1%,2.0%,2.5%,0.7
COCCCN(C(=S)Nc1c(C)cc(C)cc1C)C(C)c1ccccn1 (configuration not stated),?,20.8%,1.1,23.8µM*,1.7%,21.0%,?,9.0%,-0.6
CCOC(=O)C1CCN(CCC(=O)Nc2cc(C)ccc2C)CC1,-10.1%,-15.5%,-3.4,-3.6%,0.1%,24.9%,-4.0%[57.1 µM],-17.9%,-1.9
COc1ccccc1N1C(=S)N=C(Nc2c(C)cccc2C)C12CCCC2,20.2%,-12.1%,0.2,-12.4%,9.1%,12.6%,7.2%,1.7%,-0.2
CCOc1ccc(-c2[nH]ncc2Oc2ccccc2OCC)c(O)c1,-47.8%[inhibitor],-6.1%,15.7,-4.9%,16.6%,34.6%,-15.3%,?,-0.8
COCC(=O)N1CCN(c2nc3ccccc3o2)CC1,-2.2%,-9.5%,-0.3,-3.6%,-9.0%,8.8%,-1.7%,2.0%,-2.1
Cc1c(NC(=S)NC(=O)c2ccccc2)c(=O)n(-c2ccccc2)n1C,6.2%,9.2%,2.1,6.0%,-3.8%,-0.9%,-1.7%,13.1%,-1.3

# Copied from the results shown (seven entries):
SMILES,Abeta yeast res,EPAC1 antag,PI5P4Ka inh,PLK1 PBD inh,EPAC1 ag,FUS yeast rescue,WRN inhibitor,aSyn yeast inh,IL-2 act
COCCn1c(-c2ccccc2)nc2oc3ccccc3c(=O)c2c1=O,-3.3%,-9.1%,2.7,-1.3%,-16.3%,9.1%,1.3%,6.9%,-2.0
CC1(C)CC2CC(C)(CN2C(=O)c2ccccc2)C1 (configuration not stated),2.6%,10.6%,2.4,-7.2%,-5.9%,10.7%,2.1%,6.0%,-1.1
CCCn1nnnc1SCC(=O)NCc1ccc(OC)cc1,-12.6%,8.8%,1.4,-5.7%,3.3%,16.9%,-2.2%,-7.0%,1.0
O=C(CCCCCNC(=O)N1CCn2c1nc1ccccc12)NCc1ccccc1Cl,-5.5%,13.7%,-7.8,-2.7%,-6.7%,33.6%,0.3%,-1.7%,-2.9
Cc1ccccc1C(=O)N(CC(=O)Nc1sc(C)c(C)c1C(N)=O)C1CCCC1,-7.3%,22.6%,2.7,-16.2%,-3.9%,40.5%,-11.6%,2.3%,-1.7
CC1(c2cccc([N+](=O)[O-])c2)CC(C)(C)N(C(=O)c2ccccc2)c2ccccc21 (configuration not stated),-1.7%,-2.1%,21.2,-11.2%,13.1%,/,-3.7%,-9.7%,1.3
CCOC(=O)C(=O)Nc1ccc(S(=O)(=O)N2CCOCC2)cc1OC,-6.8%,4.7%,/,-6.2%,4.8%,21.3%,-5.0%,1.8%,0.7
